RXFP1 antag = qHTS Assay for Antagonists of the Relaxin Receptor RXFP1; HEK293-RXFP1, relaxin-stimulated cAMP HTRF, 30 min; hits give low values; activity change, negative = inhibition, % at 57.5 µM; 0.59% of 350,000 active;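 active = activity change of -60% or lower, but not beyond a set lower limit; inconclusive = change between -60% and -40%, or beyond the set limit; inactive = change above -40%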; also: % is scaled to controls: 0 for no effect and ±100 for the full control effect
D1 agonist = Allosteric Agonists of the Human D1 Dopamine Receptor: qHTS; HEK293 T-REx D1 cells, calcium flux, agonist mode; 1% of 360,000 active; AID 504660, 2011; D(1A) dopamine receptor (Homo sapiens), P21728; activation, % at 2 µM; in the data active = activation above about 30%; also: 0% is about no effect
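Tetracycline-induced HEK293 TREx D1 cells, force-coupled to calcium signalling, were dye-loaded with a no-wash calcium kit. Compound was pin-added after a 10 s baseline. Fluorescence was read kinetically at 1 cycle/s for 180 s, with calcium rises flagged as agonism.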
Vif-APOBEC3G blk = qHTS for Inhibitors of Vif-A3G Interactions: qHTS; HeLa A3G-eYFP + Vif (tagged APOBEC3G with the HIV-1 protein that degrades it), YFP fluorescence, overnight; Potency, µM (series often up to 46.1 µM), without a hit: at the top dose activity, negative = active, hits mostly inhibitors; 0.076% of 410,000 active;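 also: potency is read from the fitted curve at half-maximal effect; % is scaled to controls: 0 for no effect and ±100 for the full control effect; nearly all actives have a fitted effect of over 60% in size; hits raise eYFP signal because A3G escapes Vif-driven loss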
Target sequence (Q9HC16 whole entry, looked up): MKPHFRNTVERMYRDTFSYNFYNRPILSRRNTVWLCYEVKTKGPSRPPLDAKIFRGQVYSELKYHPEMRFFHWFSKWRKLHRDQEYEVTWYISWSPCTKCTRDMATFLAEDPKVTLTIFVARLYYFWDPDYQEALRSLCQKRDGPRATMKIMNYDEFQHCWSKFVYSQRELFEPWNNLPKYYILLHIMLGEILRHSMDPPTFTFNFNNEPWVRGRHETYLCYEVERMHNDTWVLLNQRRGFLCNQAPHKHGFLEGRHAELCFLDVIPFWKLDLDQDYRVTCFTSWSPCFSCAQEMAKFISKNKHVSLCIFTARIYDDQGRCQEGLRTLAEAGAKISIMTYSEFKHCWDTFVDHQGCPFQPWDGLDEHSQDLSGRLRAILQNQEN
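HeLa cells stably expressing Vif and C-terminally eYFP-tagged A3G, seeded overnight at 37 deg C, then exposed to compound by pintool overnight at 37 deg C. Rise in yellow fluorescence (Ex 488/Em 500-530, Acumen) marks blocked Vif-driven A3G degradation.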
D1 potentiator = Potentiators of Human D1 Dopamine Receptor: qHTS; 0.036% of 360,000 active; HEK293 TREx D1 cells, calcium flux, dopamine EC20 potentiation; potentiation, % at 10 µM; D(1A) dopamine receptor (Homo sapiens), P21728; in the data active = potentiation above about 30%; also: 0% is about no effect
D2 PAM = HTS Assay for Positive Allosteric Modulators of the Human D2 Dopamine Receptor: Primary Screen for Potentiators. D(2) dopamine receptor (Homo sapiens), P14416. potentiation, % at 10 µM. HEK293 T-REx D2, calcium flux, EC20 dopamine potentiation. 0.34% of 340,000 active;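 active = potentiation over 3 SD above the plate norm, cut at about 30% in these data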; also: 0% is about no effect
Target sequence (P14416 whole entry, looked up): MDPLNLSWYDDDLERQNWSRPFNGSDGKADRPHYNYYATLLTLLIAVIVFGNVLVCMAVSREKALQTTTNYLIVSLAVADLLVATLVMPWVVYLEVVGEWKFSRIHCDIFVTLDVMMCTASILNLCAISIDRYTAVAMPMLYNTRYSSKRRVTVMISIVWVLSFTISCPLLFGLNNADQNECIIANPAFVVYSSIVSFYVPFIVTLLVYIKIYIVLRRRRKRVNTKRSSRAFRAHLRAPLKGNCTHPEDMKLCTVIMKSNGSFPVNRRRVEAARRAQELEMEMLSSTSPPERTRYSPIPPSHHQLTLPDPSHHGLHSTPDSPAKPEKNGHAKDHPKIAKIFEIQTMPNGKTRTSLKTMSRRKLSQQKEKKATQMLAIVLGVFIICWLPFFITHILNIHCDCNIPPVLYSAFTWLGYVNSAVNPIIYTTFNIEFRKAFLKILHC
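Tetracycline-induced Hek293 Trex D2 cells, force-coupled to calcium, loaded with no-wash calcium dye. Compound added with 180 s kinetic read for agonism, then EC20 dopamine and a further 180 s read for potentiation.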
Vif-A3F inh = qHTS for Inhibitors of Vif-A3F Interactions: qHTS. HeLa A3F-eYFP + Vif (tagged APOBEC3F with the HIV-1 protein that degrades it), YFP fluorescence increase. Potency, µM (series often up to 46.1 µM), without a hit: top-dose activity, negative = active. 0.2% of 390,000 active; also: potency is read from the fitted curve at half-maximal effect; % of control where 0% means no effect; nearly all actives have a fitted effect of over 65% in size
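HeLa cells stably expressing A3F-eYFP plus Vif, plated and incubated overnight at 37 deg C, then exposed to compounds overnight at 37 deg C. Blocked degradation read as raised yellow fluorescence (Ex 488/Em 500-530).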
Glioma ERSR ind = qHTS for Inducers of the Endoplasmic Reticulum Stress Response (ERSR) in Human Glioma: qHTS; U87-MG GRP78 promoter luciferase reporter, 16 h; Potency, µM, inactives show top-dose activation, usual class: activators; 0.02% of 420,000 active; also: potency is read from the fitted curve at half-maximal effect; series mostly up to about 76 µM; % of control where 0% means no effect; nearly all actives have a fitted effect of over 35% in size
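ERSR induction read as luciferase luminescence (Bright-Glo, 10 min at room temperature) in stably transfected human U87-MG glioma cells exposed to compounds for 16 h, using GRP78 as sensor.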
RXFP1 ag = qHTS Assay for Agonists of the Relaxin Receptor RXFP1 | Relaxin receptor 1 (Homo sapiens), Q9HBX9 | HEK293T-RXFP1 cAMP TR-FRET, 30 min; response scale: percent of porcine relaxin response, buffer zero | Potency, µM (highest dose often 57.5 µM), for the others: at the top dose activation, usual class: activators | 0.3% of 370,000 active | AID 2676, 2010; also: potency is read from the fitted curve at half-maximal effect; % is scaled to controls: 0 for no effect and ±100 for the full control effect; nearly all actives have a fitted effect of over 60% in size; many of its hits are not listed in these tables
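cAMP rise read by TR-FRET after 30 min, 37C compound exposure (up to 58 uM) in RXFP1-transfected HEK293 cells with Ro 20174 present. EC50 from Hill-equation fits, with 29 nM porcine relaxin as 100% and buffer as basal.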
D1 antagonist = Antagonist of Human D 1 Dopamine Receptor: qHTS. D(1A) dopamine receptor (Homo sapiens), P21728. HEK293 TREx D1 cells, calcium flux, dopamine EC80; hits give low values. activity change, negative = inhibition, % at 10 µM. 3.2% of 360,000 active. AID 504652, 2011; in the data active = activity change below about -30%; also: % is scaled to controls: 0 for no effect and ±100 for the full control effect
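Kinetic fluorescence of a calcium dye serves as the read-out. D1-expressing Hek293 Trex cells, induced overnight at 30 C, are exposed to compound for 180 s before an EC80 dopamine addition, then read 180 s further.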
* = called active by the depositor; ? = inconclusive; . = not tested or not shown; & = joins results of further samples. Unless noted, calls follow the shape of the dose curve; as a rule, active = well fitted curve in the direction sought with a large enough effect; inconclusive = small, poorly fitted or top-dose-only effect, or another doubt; inactive = no such curve, though single readings can be large; an effect the other way counts as inactive or inconclusive. An excerpt; rates above refer to the full screens.

Each structure is followed by: RXFP1 antag	D1 agonist	Vif-APOBEC3G blk	D1 potentiator	D2 PAM	Vif-A3F inh	Glioma ERSR ind	RXFP1 ag	D1 antagonist
#1 CCCCP(=O)(c1ccccn1)c1ccccn1
    -12	4	-1%	-2	-8	-21%	-4%	-1.1%	4
#2 COC(=O)c1ccc(C(=O)OC)c(NC(=S)N2CCN(C)CC2)c1
    3	2	2%	0	7	15%	-4%	-0.3%	2
#3 Cc1ccc(C)c(N2CCN(C(=O)c3ccccc3Br)CC2)c1
    8	3	2%	7	1	-8%	-8%	-0.3%	-3
#4 O=C(CCN1CCN(S(=O)(=O)c2ccc(Cl)cc2)CC1)Nc1ccc(F)cc1
    5	5	10%	0	11	5%	-6%	-2.0%	-6
#5 COC(=O)c1cc(S(=O)(=O)NCCN2CCN(c3ccccc3F)CC2)c[nH]1
    -2	4	3%	-11	0	2%	-5%	8.8%	-43*
#6 CCc1nnc(NC(=O)NC(C)(C)C)s1
    -9	2	1%	-1	5	-3%	0%	-0.7%	-4
#7 O=S(=O)(Nc1nc2ccccc2nc1Nc1ccc2c(c1)OCO2)c1ccc(F)cc1
    -3	13	-4%	-3	-3	10%	-2%	-1.2%	-18
#8 CCc1ccc(OCc2nnc(SCCN3CCOCC3)n2CC)cc1
    13	0	5%	-3	8	2%	-2%	0.0%	-14
#9 CCCc1cc(=O)oc2cc(C)cc(OC(C)C(=O)NCCN3CCOCC3)c12 (centres undefined)
    -5	1	1%	1	-9	-4%	-5%	2.5%	-1
#10 O=C(O)c1ccc2c(c1)C(=O)N(c1ncccn1)C2=O
    9	2	1%	-4	-4	-12%	-4%	2.9%	-6
#11 COC(=O)[C@H](C)NC(=O)Nc1cccc(C)c1
    -2	3	0%	-3	-4	-3%	-2%	1.0%	-19
#12 COc1ccc(Nc2nc(-c3c[nH]c4ccccc34)cs2)cc1
    -12	3	-1%	-1	1	7%	-2%	2.2%	-39*
#13 O=C(NCCc1ccccc1)c1ccc(CS(=O)(=O)c2ccc(Cl)cc2)o1
    1&-13	1&1	0%&7%	1&-2	0&5	0%&-3%	-3%&-5%	0.1%&-1.2%	-12&-1
#14 COc1ccc(S(=O)(=O)N2CCC(N3CCN(c4ccccc4)CC3)CC2)cc1
    .	-1	.	-4	-12	.	.	-0.6%	-12
#15 CC1SCC(=O)N(CC(=O)NCCc2ccccc2)C1=O (centres undefined)
    6	2	-4%	-3	-2	-13%	-7%	-0.1%	-9
#16 CCOc1ccc(NC(=O)c2cnn3c(C(F)F)cc(-c4ccc(C)cc4)nc23)cc1
    .	1	-1%	-5	6	6%	0%	-1.6%	-6
#17 O=Cc1cn(-c2ccccc2)nc1-c1ccc(F)cc1
    1	1	0%	-4	7	2%	-1%	1.8%	-12
#18 Cc1cccc(NC(=O)c2cn(-c3ccccc3)nc2-c2ccccc2)c1
    -1	2	5%	-3	-19	1%	-2%	1.3%	2
#19 COc1ccc(NC2CCCN(C(=O)c3cccc(C(F)(F)F)c3)C2)cc1OC (centres undefined)
    -11	9	3%	-8	9	-5%	-3%	-2.2%	-2
#20 c1ccc(CN=C2NN=C(c3ccccc3)CS2)cc1
    -33	0	1%	-6	2	-22%	6%	-1.4%	-30
#21 CCc1ccc(S(=O)(=O)/N=C2\C=CC(=O)c3ccccc32)cc1
    .	-2	.	1	-3	.	.	-1.1%	-3
#22 Cc1cc(C)c(NC(=O)CSc2nc3ccc(NC(=O)CSc4nnnn4Cc4ccccc4)cc3s2)c(C)c1
    -8	.	0%	.	.	-3%	-2%	.	.
#23 CCOc1ccc(CN2CCN(Cc3ccsc3)C(CCO)C2)cc1CO (centres undefined)
    -7	4	-4%	1	0	1%	-2%	-0.5%	5
#24 CCOC(=O)CCC(=O)O[C@H]1[C@H](O[C@@H]2[C@@H](C)[C@H](O[C@H]3C[C@@](C)(OC)[C@@H](O)[C@H](C)O3)[C@@H](C)C(=O)O[C@H](CC)[C@@](C)(O)[C@H](O)[C@@H](C)C(=O)[C@H](C)C[C@@]2(C)O)O[C@H](C)C[C@@H]1N(C)C
    .	3	0%	0	6	3%	-2%	0.2%	0
#25 CCOc1ccccc1C(=O)Nc1nn[nH]n1
    25	1	4%	-10	12	3%	-2%	1.7%	9
#26 COc1ccc(CNC(=O)C(CC(C)C)NS(=O)(=O)c2ccc3c(c2)oc(=O)n3C)cc1 (centres undefined)
    .	4	0%	-3	1	-3%	-4%	-1.8%	-2
#27 Cc1ccc(OCCC(=O)OCC(=O)NC(=O)c2ccccc2)cc1
    0	4	-1%	-2	-15	5%	-1%	0.6%	-14
#28 O=C(CSC1=NCCS1)Nc1nc2c(s1)CCCC2
    0	.	1%	.	.	5%	6%	3.1%	.
#29 CCOc1ccccc1NC(=O)CCc1nc(-c2cccc(C)c2)no1
    -3	3	1%	2	-4	3%	0%	-0.3%	-10
#30 COc1ccc2sc(/C=C/c3ccccc3O)[n+](C)c2c1
    -11	3	-2%	-2	17	?	-3%	0.8%	5
#31 C#CCOCCOCCOCCNc1nc(N2CCN(C(=O)[C@H]([C@@H](C)O)n3cc(CCCCN)nn3)CC2)nc(N2CCN(C(=O)[C@H]([C@@H](C)CC)n3cc(CCCN=C(N)N)nn3)CC2)n1
    .	2	0%	-3	0	-4%	-3%	3.0%	39
#32 COc1cccc(C(=O)N(Cc2ccccc2)Cc2cc3cc4c(cc3[nH]c2=O)OCCO4)c1
    7	0	1%	-5	-10	2%	-5%	2.2%	-10
#33 Cc1cc(C(=O)Nc2ccc(C)c(C)c2)n(-c2ccccc2)n1
    -10	2	0%	9	-2	-4%	1%	-1.2%	2
#34 CCC(C)NCCCOc1cc(Cl)ccc1Cl (centres undefined)
    -5	14	2%	-6	-23	-7%	-4%	-0.4%	-16
#35 Cc1ccc(S(=O)(=O)N(CC(=O)O)Cc2ccccc2F)cc1
    11	1	1%	-4	-5	-6%	0%	1.6%	10
#36 O=c1c2ccccc2oc2nc(-c3ccco3)n(CCc3ccccc3)c(=O)c12
    .	2	.	0	3	.	.	24%	0
#37 O=C(CSc1nnc(-c2ccoc2)o1)N1CCOCC1
    3	2	1%	3	6	-7%	-2%	-0.7%	15
#38 O/N=C/c1ccc(-c2ccccc2OC(F)(F)F)o1
    -4	4	-1%	-2	8	-6%	0%	-0.2%	2
#39 CC(=O)Nc1ccc(S(=O)(=O)c2ccc(C)cc2)cc1
    -4	2	-9%	-2	-2	5%	-3%	3.5%	-17
#40 COC(=O)c1nc(NC(=S)NC(=O)c2cccs2)sc1C
    -8	1	0%	-3	.	1%	4%	0.2%	-24
#41 Fc1ccc(Cn2nnc(-c3ccc(CN4CCOCC4)cc3)n2)cc1
    3	9	1%	-9	-8	-7%	-9%	3.3%	-26
#42 CS(=O)(=O)Nc1nnc(CCc2ccccc2)s1
    7	2	-5%	-2	4	?	-3%	-0.3%	-2
#43 COc1ccc(CN2C(=O)c3ccccc3C2=O)cc1C(=O)N(C)CC(=O)Nc1c(C)cccc1C
    7	0	9%	-3	10	0%	-5%	1.8%	-7
#44 Cc1nc2cccnc2n1C1CCN(S(=O)(=O)N(C)C)CC1
    -5	2	0%	0	-6	0%	-2%	7.7%	-37*
#45 Cn1cccc1Cc1nnc(SCC(=O)N2CCOCC2)n1-c1ccc(F)cc1
    6	0	-4%	-8	-4	-26%	-3%	-0.5%	3
#46 O=C/C(=C\Nc1ccc(Cl)cn1)c1nc2cc(Cl)ccc2o1
    5	0	-1%	-8	4	-12%	-2%	0.5%	-18
#47 CCCc1nnc(SCC(=O)N2CCCCC2C)n1CCOC (centres undefined)
    3	2	-1%	-3	10	2%	-4%	2.5%	12
#48 CN(C)/C=C/C(=O)c1ccc(Cl)s1
    -21	2	-14%	-1	2	0%	-2%	0.0%	4
#49 CCOC(=O)c1sc2nc(N3CCOCC3)c3c(c2c1N)CCN(Cc1ccccc1)C3
    1	3	-2%	6	-4	-4%	-6%	6.3%	3
#50 Nc1nc2nc(-c3ccc(OCc4ccccc4)cc3)cc(C(F)(F)F)n2n1
    3	0	2%	-6	-8	-12%	-3%	8.1%	-9

Source: PubChem (National Center for Advancing Translational Sciences (NCATS))
